Pol beta inh: DNA polymerase beta (human) inhibition. AID 485314. actives 1.3% (n = 340,000). P06746. Pol beta primer extension/strand displacement, fluorescence kinetic. Potency, µM (highest dose often 114 µM), without a hit: top-dose activity change, negative = inhibition, hits mostly inhibitors; note: potency is the fitted concentration of half-maximal effect; % is set by controls: 0 for no effect and ±100 for the full control effect
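Kinetic readout of DNA synthesis with strand displacement by Pol beta. Compound and 10 nM enzyme sit 15 min at room temperature; 50 nM substrate starts the reaction, read immediately and at 10 min.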
POLK inh: blocks human DNA polymerase kappa activity. Q9UBT6. purified Pol kappa, fluorescent DNA synthesis assay, 10 min. Potency, µM (titrated, usually from 107 µM), without a hit: top-dose activity, negative = inhibition, hits mostly inhibitors. actives 0.53% (n = 400,000). AID 588579; note: potency is the fitted concentration of half-maximal effect; % is set by controls: 0 for no effect and ±100 for the full control effect
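Fluorescent qHTS in 1536-well format: enzyme (10 nM) and compound sat 15 min at room temperature before 50 nM substrate (final) was added. Signal taken at 0 and 10 min; no-enzyme buffer wells were negative controls.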
POLH inh: blocks human DNA polymerase eta activity | Q9Y253 | recombinant Pol eta, fluorescent DNA replication assay | Potency, µM (top dose mostly 114 µM), without a hit: at the top dose activity change, negative = inhibition, usual class: inhibitors | actives 1.2% (n = 390,000); note: potency is the fitted concentration of half-maximal effect; % is set by controls: 0 for no effect and ±100 for the full control effect
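Pol eta at 10 nM preincubated with compounds 15 min at room temperature; reaction started with fluorescent substrate (50 nM final) and read kinetically at 0 and 10 min.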
APE1 inh: APE1 (human) endonuclease inhibition; actives 0.35% (n = 350,000); Potency, µM (titrated, usually from 65.8 µM), for the others: top-dose activity change, negative = inhibition, actives largely listed as inhibitors; recombinant APE1, TAMRA/BHQ-2 abasic DNA cleavage fluorescence; P27695; AID 2517;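 note: potency is the fitted concentration of half-maximal effect; plate controls were vehicle for no effect and reference inhibitor for full effect; nearly all actives have a fitted effect of over 55% in size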
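APE1 at 0.75 nM preincubated 15 min at room temperature with compound. Reaction then started with 50 nM double-stranded THF-abasic substrate labelled with TAMRA/BHQ-2, and 525/598 nm fluorescence read kinetically. Activity taken as third-minus-first read difference, normalized to DMSO and NSC13755 controls.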
GRP78 ERSR act: induces the endoplasmic reticulum stress response in human glioma cells. U87-MG GRP78 promoter luciferase reporter, 16 h. AID 602332. actives 0.02% (n = 420,000). Potency, µM, inactives show top-dose activation, actives largely listed as activators; note: potency is the fitted concentration of half-maximal effect; series mostly up to about 76 µM; % of control where 0% means no effect; nearly all actives have a fitted effect of over 35% in size
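ERSR induction read as luciferase luminescence (Bright-Glo, 10 min at room temperature) in stably transfected human U87-MG glioma cells exposed to compounds for 16 h, using GRP78 as sensor.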
LDHA block: blocks human lactate dehydrogenase A; actives 0.15% (n = 480,000); activity change, % (values are at about 110 or 230 µM); purified LDHA, NADH/diaphorase-resazurin fluorescence; stronger effect = lower value; in the data active = activity change below about -30%; inconclusive = mostly about -25% to -30%;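 note: plate controls were DMSO wells for no effect and wells without enzyme for full effect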
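Resorufin fluorescence (ex540/em590), read at 0 and 20 min after diaphorase/resazurin addition, reports the NADH left after a 5 min room-temperature reaction of 2 nM human LDH5 with 0.06 mM NADH and 0.2 mM pyruvate.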
POLI inh: DNA polymerase iota (human) inhibition. Pol iota fluorescent replication assay, 10 min. AID 588590. actives 1% (n = 390,000). Q9UNA4. Potency, µM (highest dose often 115 µM), for the others: at the top dose activity, negative = inhibition, most hits filed as inhibitors; note: potency is the fitted concentration of half-maximal effect
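Fluorescent replication assay read twice, at 0 min and 10 min after adding 50 nM (final) substrate. Enzyme (10 nM) and compounds were first incubated 15 min at room temperature; enzyme-free buffer wells were negative controls.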
BLM inh: blocks DNA unwinding by human BLM helicase; recombinant BLM DNA unwinding, fluorescence dequenching; Potency, µM (doses to about 56.1 µM), inactives show top-dose activity change, negative = inhibition, most hits filed as inhibitors; actives 0.2% (n = 350,000); AID 2528;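 note: potency is the fitted concentration of half-maximal effect; plate controls were vehicle for no effect and no enzyme for full effect; nearly all actives have a fitted effect of over 35% in size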
Target sequence (P54132 whole entry, looked up): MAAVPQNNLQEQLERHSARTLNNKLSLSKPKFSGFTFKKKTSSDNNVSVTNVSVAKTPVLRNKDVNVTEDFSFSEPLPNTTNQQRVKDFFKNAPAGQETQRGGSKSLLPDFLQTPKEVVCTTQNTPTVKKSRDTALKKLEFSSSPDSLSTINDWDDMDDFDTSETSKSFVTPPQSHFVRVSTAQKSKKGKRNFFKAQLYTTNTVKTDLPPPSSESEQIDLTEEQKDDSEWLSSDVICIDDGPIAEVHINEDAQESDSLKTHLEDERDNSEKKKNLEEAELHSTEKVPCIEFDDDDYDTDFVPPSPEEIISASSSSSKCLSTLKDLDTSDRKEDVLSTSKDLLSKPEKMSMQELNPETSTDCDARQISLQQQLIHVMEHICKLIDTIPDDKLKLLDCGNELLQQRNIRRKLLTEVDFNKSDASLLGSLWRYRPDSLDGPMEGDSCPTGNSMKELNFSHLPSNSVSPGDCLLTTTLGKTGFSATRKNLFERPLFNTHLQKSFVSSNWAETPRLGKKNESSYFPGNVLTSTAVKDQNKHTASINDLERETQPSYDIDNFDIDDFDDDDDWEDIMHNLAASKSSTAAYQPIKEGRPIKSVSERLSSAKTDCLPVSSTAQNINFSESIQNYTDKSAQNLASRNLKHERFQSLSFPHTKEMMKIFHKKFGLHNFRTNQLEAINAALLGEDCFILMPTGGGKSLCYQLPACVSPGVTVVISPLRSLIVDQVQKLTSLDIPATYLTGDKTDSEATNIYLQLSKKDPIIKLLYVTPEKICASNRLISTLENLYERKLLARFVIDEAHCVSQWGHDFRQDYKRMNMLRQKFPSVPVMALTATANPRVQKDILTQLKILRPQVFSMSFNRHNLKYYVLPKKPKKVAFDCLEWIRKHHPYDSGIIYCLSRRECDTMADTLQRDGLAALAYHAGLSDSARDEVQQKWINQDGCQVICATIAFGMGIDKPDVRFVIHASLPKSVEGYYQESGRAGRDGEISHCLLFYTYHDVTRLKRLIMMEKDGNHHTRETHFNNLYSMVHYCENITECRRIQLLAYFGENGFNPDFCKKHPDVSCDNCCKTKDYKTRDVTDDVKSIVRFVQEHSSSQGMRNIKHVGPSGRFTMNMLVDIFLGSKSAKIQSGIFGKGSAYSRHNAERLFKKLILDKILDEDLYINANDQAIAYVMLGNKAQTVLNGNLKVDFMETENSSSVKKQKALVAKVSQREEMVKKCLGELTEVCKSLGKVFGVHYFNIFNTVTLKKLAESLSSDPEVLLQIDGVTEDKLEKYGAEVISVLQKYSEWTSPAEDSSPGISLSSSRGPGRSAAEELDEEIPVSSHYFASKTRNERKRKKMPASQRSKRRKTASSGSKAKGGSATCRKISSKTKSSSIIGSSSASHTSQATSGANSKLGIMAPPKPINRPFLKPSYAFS
Apoferritin bind: candidate novel general anesthetic via apoferritin binding; P02791; actives 0.074% (n = 350,000); AID 485281; Potency, µM (top dose mostly 77.5 µM), for the others: at the top dose activity change, negative = displacement, actives largely listed as inhibitors; apoferritin/1-aminoanthracene competitive binding, fluorescence; note: potency is the fitted concentration of half-maximal effect; % is set by controls: 0 for no effect and ±100 for the full control effect; nearly all actives have a fitted effect of over 20% in size
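In PBS, apoferritin at 10 uM is loaded with 1-AMA from a 50% saturated solution. After 10 min of compound exposure at ambient temperature, reduced 535 nm fluorescence indicates probe displacement.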
Numbers without * were called inactive; ? = inconclusive; · = no result given; & = joins results of further samples; [ ] = remark or other dose. Unless noted, calls come from the whole dose curve; as a rule, active = well fitted curve in the direction sought with a large enough effect; inconclusive = small, poorly fitted or top-dose-only effect, or another doubt; inactive = no such curve, though single readings can be large; an effect the other way counts as inactive or inconclusive. Some of the compounds tested. The share of hits here may be higher or lower than overall.

SMILES | Pol beta inh | POLK inh | POLH inh | APE1 inh | GRP78 ERSR act | LDHA block | POLI inh | BLM inh | Apoferritin bind
Cn1c(=O)c(=O)n(C)c2cc(S(=O)(=O)N3CCOc4ccccc43)ccc21 | 4% | 0% | -15% | 17% | 1% | -1 | 131%[activator] | -3% | 0%
CCOC(=O)c1cccc(NC(=O)C(C)N2C(=O)c3ccccc3C2=O)c1 (centres undefined) | 2% | -9% | -11% | 3% | 1% | -8 | 0% | -1% | -20%
Cc1ccc(NCc2ccccc2O)cc1C | -1% | -4% | -20% | 7% | 3% | -3 | 26% | -12% | ?
C=CCNC(=S)Nc1ccc(OC(F)F)c(Cl)c1 | -1% | -3% | -20% | -1% | 0% | -3 | 63%[activator] | -1% | -15%
CCOc1ccc(-c2nc(CSc3nnc(N)s3)cs2)cc1 | 0% | -11% | -4% | 3% | 4% | -3 | 6% | 4% | -14%
CCCCN(C(=S)Nc1cccc(SC)c1)C1CCN(C(C)=O)CC1 | 0% | 0% | -7% | -5% | -3% | -8 | 7% | -4% | -12%
CCOC(=O)N1CCN(C(=O)/C=C/c2cccc([N+](=O)[O-])c2)CC1 | -12% | -9% | 1% | -3% | -4% | -7 | 79%[activator] | 0% | -4%
COc1ccc(CCNC(=O)C(=O)NCC2CCCO2)cc1 (centres undefined) | -5% | -4% | 1% | 0% | -2% | -6 | 3% | -3% | -5%
O=C1CC(NS(=O)(=O)c2cccnc2)CN1c1ccccc1 (centres undefined) | · | -7% | -4% | 0% | -3% | -12 | 3% | · | ·
Cc1ccccc1OCC(=O)NNC(=S)NC(=O)c1ccccc1[N+](=O)[O-] | 1% | 5% | -18% | 1% | -5% | -9 | 15% | 4% | -3%
N#C/C(=C\c1coc2ccc(O)cc2c1=O)C(=O)Nc1nc2ccccc2s1 | ? | 2.8µM* | 3.5µM* | ? | ? | 1 | ? | -25% | -2%
CCN1CC2=C(OC(N)=C(C#N)C2c2ccccc2)/C(=C\c2ccccc2)C1 (centres undefined) | 11% | -17% | -17% | 9% | -4% | 5 | -2% | -17% | -10%
Cn1c(SCC(=O)N/N=C/C=C/c2ccco2)nc2ccccc21 | 22µM* | 79µM* | 14µM* | 10µM* | 2% | 2 | 35µM* | 1% | ?
CS(=O)(=O)c1ccc(Cl)c(NC(=O)Cc2ccsc2)c1 | 12% | -3% | 3% | 48%[activator] | 2% | -1 | -13% | -4% | -15%
O=S(=O)(/N=C(\Sc1ccccc1)c1ccccc1)c1ccc(Cl)cc1 | 11% | 1% | -9% | -7% | -1% | -4 | ? | 2% | -22%
Cn1cccc1CNCC(O)c1ccccc1 (centres undefined) | 0% | -6% | 4% | 27% | 3% | -4 | 95%[activator] | 0% | -8%
COCCC(=O)N1CCC(Oc2ccc(C(=O)N3C[C@@H]4CCC[C@H]3C4)cc2)CC1 | 18% | -14% | 0% | -5% | 4% | -2 | 40%[activator] | -2% | -10%
CC(C)(C)c1cc(NS(=O)(=O)c2cccs2)no1 | 12% | -17% | -26% | 11% | -2% | -12 | -15% | 1% | -5%
Cc1cccc(OCC(=O)O/N=C(\N)Cc2cccs2)c1 | 18% | -11% | -4% | 12% | 2% | -3 | -23% | -7% | 45%[activator]
Cc1ccc(NC(=O)Cn2c(=O)n(Cc3nc(C)no3)c(=O)c3cc4c(cc32)OCO4)cc1 | -1% | 10% | -4% | · | -5% | -1 | 39%[activator] | 2% | -15%
COc1ccc(/C=N/n2c(N)nc3ccccc32)cc1OC | -4% | -17% | -25% | 1% | -1% | -14 | 8% | 3% | -17%
CC(=O)N1CCc2c(sc3c2c(=O)n(-c2cccc(Cl)c2)c(=O)n3Cc2ccc(F)cc2Cl)C1 | ? | -5%[60.1 µM] | -25% | · | -1% | 3 | 28% | -6% | -1%
CCOC(=S)SCC(=O)Nc1nc(-c2ccccc2)cs1 | 16% | -2% | -17% | -1% | ? | 2 | -13% | -3% | -13%
COc1ccc(-c2cc(CNS(=O)(=O)c3cc(OC)ccc3OC)on2)cc1 | 35% | 6% | 1% | -9% | 7% | -6 | 24% | -2% | -9%
CCn1c(SCC(=O)Nc2ccccc2C(=O)OC)nc2c1c(=O)n(C)c(=O)n2C | 0% | · | · | -3% | · | · | · | 2% | -10%

Pulled by structure from above, two records:
SMILES | Pol beta inh | POLK inh | POLH inh | APE1 inh | GRP78 ERSR act | LDHA block | POLI inh | BLM inh | Apoferritin bind
C=CCNC(=S)Nc1ccc(OC(F)F)c(Cl)c1 | -1% | -3% | -20% | -1% | 0% | -3 | 63%[activator] | -1% | -15%
CCOC(=O)N1CCN(C(=O)/C=C/c2cccc([N+](=O)[O-])c2)CC1 | -12% | -9% | 1% | -3% | -4% | -7 | 79%[activator] | 0% | -4%

(cont.)
SMILES | Pol beta inh | POLK inh | POLH inh | APE1 inh | GRP78 ERSR act | LDHA block | POLI inh | BLM inh | Apoferritin bind
C=CCn1c(=O)c2ccccc2n2c(SCC(=O)NC)nnc12 | 17% | -10% | -1% | -4% | 5% | -2 | 15% | 0% | -1%
COc1ccc(S(=O)(=O)N2CCOC2CNC(=O)C(=O)NCCCN2CCOCC2)cc1 (centres undefined) | 18% | -6% | -3% | 16% | -2% | -3 | 28% | -1% | -13%
CCNC(=S)N1CCc2cc(OC)c(OC)cc2C1COc1ccc(OC)cc1 (centres undefined) | 2% | -9% | -12% | ? | -1% | 1 | ? | 8% | -1%
COc1ccc(CNC(=O)C(C)NS(=O)(=O)c2ccc(C)cc2)cc1 (centres undefined) | 55% | -10% | -5% | 2% | -6% | -3 | -13% | -2% | -13%
C=CS(=O)(=O)c1ccc(Oc2ccc(S(=O)(=O)C=C)cc2)cc1 | 16% | -3% | ? | -5% | -14% | -9 | 10µM* | -6% | -4%
O=C1CC(c2ccc(Cl)cc2)n2nc(NS(=O)(=O)c3ccc(F)cc3)nc2N1 (centres undefined) | 22% | -8% | -14% | -7% | -2% | -3 | 7% | 1% | -10%
Cc1ccc(Cl)cc1NC(=S)N(CCN(C)C)Cc1cccs1 | -12% | -2% | -13% | -2% | -6% | -1 | -11% | -5% | -10%
COc1ccc(Cc2c(O)nc(SCC(=O)NC34CC5CC(CC(C5)C3)C4)[nH]c2=O)cc1 | -2% | -6%&-9% | -8%&-4% | -13%&-3% | -2%&-3% | 2&-4 | 27%&84% | -5%&-3% | ?
CC1=C(C(=O)NC2CC(C)(C)Cc3c2cnn3-c2cccc(F)c2)OCCO1 (centres undefined) | 45%[activator] | -8% | -1% | -11% | -6% | -5 | 6% | -4% | -12%
COc1cc(NC(=O)CSc2nc(C)cs2)cc(OC)c1 | 4% | 0%[60.1 µM] | -8% | -4% | -1% | -6 | -1% | 1% | -7%
Cc1ccc(/C=N/NC(=O)c2c(-c3ccccc3)noc2C)c(O)c1 | 2% | · | · | 19% | · | · | · | -4% | -17%
Cc1c(-c2nc(-c3ccc(C(F)(F)F)cc3)no2)n(C)oc1=O | -1% | 5% | -8% | 0% | -6% | 1 | 50%[activator] | -1% | 14%
O=C(NN=Cc1cc([N+](=O)[O-])ccc1O)c1cccc2ccccc12 | · | -7% | -26% | · | -5% | 3 | 4% | · | ·
CC(C)(C)C(=O)Nc1cccc(-c2nc3ccccc3[nH]2)c1 | 75% | 4% | 1% | 1% | -13% | -4 | 7% | 2% | -6%
Cc1ccc(NC(=O)c2nn(C)c3c2CS(=O)(=O)c2ccccc2-3)c(Cl)c1 | 2% | -15% | -18% | · | -5% | -14 | 16% | 0% | 4%
O=C(Nc1ncn[nH]1)c1ccccc1Br | 15% | -8% | -9% | 0% | -5% | -9 | 19% | 0% | -13%
CC1=C(C(=O)Nc2ccc(F)cc2F)C2(CCCCCC2)OC1=O | 3% | -14% | -13% | · | -3% | 0 | -6% | -13% | -16%
O=C(COc1ccc(Cl)cc1)N1CCCCC1 | 54% | 3% | 7% | -2% | 4% | -8 | 6% | -3% | -20%
CC(=O)N(Cc1cc(=O)[nH]c2ccccc12)c1ccccc1C | 12% | -6% | -6% | 16% | -1% | -7 | 175%[activator] | 0% | 5%
COc1ccc(Nc2cc(C)nc3c(C)c(C)ccc23)cc1 | -27% | -3%[60.1 µM] | -15% | · | -5% | -2 | -19% | 37%[activator] | -18%
CCC(C)(CC(=O)O)CC(=O)Nc1cc(C(F)(F)F)cc(C(F)(F)F)c1 (centres undefined) | 27% | -11% | -16% | 14% | -5% | -3 | 4%[58.9 µM] | -1% | -1%
CCOc1ccccc1CN1CCN(Cc2[nH]c3ccccc3c2C)CC1CCO (centres undefined) | 1% | -10% | -4% | -1% | 3% | 1 | 9% | 1% | -22%
CN1CCN(CCC(=O)Nc2cccc(Br)c2)CC1 | 21% | -1% | -11% | 7% | ? | -16 | 68%[activator] | 2% | -11%
S=C(NCC1CCCO1)Nc1ccc(Nc2ccccc2)cc1 (centres undefined) | -15% | -4% | -15% | ? | 1% | -3 | 41%[activator] | -2% | -23%
CCOCCn1c(CN2CCN(C(c3ccccc3)c3ccccc3)CC2)nc2c1c(=O)n(C)c(=O)n2C | 20% | 1% | -8% | 10% | -7% | 5 | 24% | 0% | -2%
CCOC(=O)c1c(C)[nH]c(C)c1C(=O)COc1ncnc2ccccc12 | -11% | -1% | 6% | -2% | -4% | -13 | 36%[activator] | -4% | -21%
CCCc1nn(-c2ccccc2)c2c1C(c1cccs1)C(C#N)=C(N)O2 (centres undefined) | 20% | -1% | -8% | -1% | -2% | -1 | 24% | -5% | ?
O=C(N/N=C/c1cccc(OC(=O)N2CCOCC2)c1)c1cccs1 | 34% | 3% | -4% | 26% | -2% | -8 | 77%[activator] | 6% | -1%
Cc1ccc(NC(=O)CCNC(=O)c2ccc(Br)cc2)nc1 | 1% | -17% | 6% | 28% | 8% | -6 | 1% | 0% | -8%

Single records, as listed above. Order of values: Pol beta inh | POLK inh | POLH inh | APE1 inh | GRP78 ERSR act | LDHA block | POLI inh | BLM inh | Apoferritin bind
CCC(C)(CC(=O)O)CC(=O)Nc1cc(C(F)(F)F)cc(C(F)(F)F)c1 (centres undefined) is entered as 27% | -11% | -16% | 14% | -5% | -3 | 4%[58.9 µM] | -1% | -1%
CCCc1nn(-c2ccccc2)c2c1C(c1cccs1)C(C#N)=C(N)O2 (centres undefined) is entered as 20% | -1% | -8% | -1% | -2% | -1 | 24% | -5% | ?

Screening data from PubChem.
